# GRP78 ERSR act – qHTS for Inducers of the Endoplasmic Reticulum Stress Response (ERSR) in Human Glioma: qHTS; U87-MG GRP78 promoter luciferase reporter, 16 h; AID 602332, 2012; hit rate 0.02% among 420,000; Potency, µM, without a hit: top-dose activation, most hits filed as activators; further: potency means the concentration at half of the fitted maximal effect; series mostly up to about 76 µM; % of control where 0% means no effect; nearly all actives have a fitted effect of over 35% in size
#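 ERSR induction read as luciferase luminescence (Bright-Glo, 10 min at room temperature) in stably transfected human U87-MG glioma cells exposed to compounds for 16 h, using GRP78 as sensor.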
# BLM inh – qHTS Assay for Inhibitors of Bloom's syndrome helicase (BLM); AID 2528, 2010; recombinant BLM DNA unwinding, fluorescence dequenching; hit rate 0.2% among 350,000; RecQ-like DNA helicase BLM (Homo sapiens), P54132; Potency, µM (titrated, usually from 56.1 µM), without a hit: at the highest dose activity change, negative = inhibition, hits mostly inhibitors;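 further: potency means the concentration at half of the fitted maximal effect; plate controls were vehicle for no effect and no enzyme for full effect; nearly all actives have a fitted effect of over 35% in size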
# Pol eta inh – qHTS for Inhibitors of Polymerase Eta. DNA polymerase eta (Homo sapiens), Q9Y253. recombinant Pol eta, fluorescent DNA replication assay. Potency, µM (top dose mostly 114 µM), inactives show top-dose activity change, negative = inhibition, hits mostly inhibitors. hit rate 1.2% among 390,000; further: potency means the concentration at half of the fitted maximal effect; on the % scale 0 is the no-effect control and ±100 the full control effect
# Target sequence (Q9Y253 whole entry, looked up): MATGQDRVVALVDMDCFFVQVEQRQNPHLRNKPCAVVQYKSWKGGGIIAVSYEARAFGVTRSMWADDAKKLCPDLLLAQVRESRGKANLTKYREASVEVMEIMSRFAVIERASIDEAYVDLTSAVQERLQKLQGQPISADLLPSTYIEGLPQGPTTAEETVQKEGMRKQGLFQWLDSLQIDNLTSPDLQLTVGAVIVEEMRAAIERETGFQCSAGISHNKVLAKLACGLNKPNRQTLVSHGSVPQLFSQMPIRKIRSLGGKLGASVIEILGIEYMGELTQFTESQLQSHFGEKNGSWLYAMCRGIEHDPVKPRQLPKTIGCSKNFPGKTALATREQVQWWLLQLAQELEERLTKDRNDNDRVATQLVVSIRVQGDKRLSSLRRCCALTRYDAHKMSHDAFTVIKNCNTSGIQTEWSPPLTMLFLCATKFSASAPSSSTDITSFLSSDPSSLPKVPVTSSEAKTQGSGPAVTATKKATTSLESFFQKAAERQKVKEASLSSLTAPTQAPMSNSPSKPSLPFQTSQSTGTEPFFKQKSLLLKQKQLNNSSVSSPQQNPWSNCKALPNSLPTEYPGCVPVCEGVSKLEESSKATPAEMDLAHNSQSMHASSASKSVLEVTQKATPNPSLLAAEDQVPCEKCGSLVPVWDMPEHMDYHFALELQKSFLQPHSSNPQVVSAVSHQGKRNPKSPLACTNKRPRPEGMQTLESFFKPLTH
#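 Pol eta (10 nM) was preincubated with compounds for 15 min at room temperature, after which fluorescent replication substrate (50 nM final) was added to start the reaction. Fluorescence was read kinetically at 0 and 10 min.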
# LDHA block – qHTS assay for inhibitors of human lactate dehydrogenase; L-lactate dehydrogenase A chain (Homo sapiens), P00338; purified LDHA, NADH/diaphorase-resazurin fluorescence; stronger effect = lower value; activity change, % (values are at about 110 or 230 µM); hit rate 0.15% among 480,000; AID 1347041, 2019; in the data active means activity change below about -30%; inconclusive means mostly about -25% to -30%;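 further: plate controls were DMSO wells for no effect and wells without enzyme for full effect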
#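 Enzyme activity of human lactate dehydrogenase 5 (2 nM; 0.06 mM NADH, 0.2 mM pyruvate, 5 min, RT) is measured via a resazurin/diaphorase fluorescence readout of residual NADH.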
# Pol kappa inh – qHTS for Inhibitors of Polymerase Kappa; hit rate 0.53% among 400,000; DNA polymerase kappa (Homo sapiens), Q9UBT6; Potency, µM (highest dose often 107 µM), for the others: at the highest dose activity, negative = inhibition, actives largely listed as inhibitors; purified Pol kappa, fluorescent DNA synthesis assay, 10 min; further: potency means the concentration at half of the fitted maximal effect; on the % scale 0 is the no-effect control and ±100 the full control effect
#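 10 nM Pol kappa was preincubated with compounds for 15 min at room temperature. Reaction started with 50 nM (final) substrate. Fluorescence read kinetically at 0 and 10 min.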
# Anesthetic bind – qHTS Assay for Identification of Novel General Anesthetics; apoferritin/1-aminoanthracene competitive binding, fluorescence; Potency, µM (doses to about 77.5 µM), inactives show at the top dose activity change, negative = displacement, usual class: inhibitors; hit rate 0.074% among 350,000; AID 485281, 2010; further: potency means the concentration at half of the fitted maximal effect; on the % scale 0 is the no-effect control and ±100 the full control effect; nearly all actives have a fitted effect of over 20% in size
#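 Concentration-response curves derived by four-parameter Hill fitting of normalized fluorescence, where compounds displaced 1-AMA from 10 uM horse apoferritin following a brief 10 min room-temperature incubation; propofol titration acted as positive control.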
# APEX1 inh – qHTS Assay for Inhibitors of the Human Apurinic/apyrimidinic Endonuclease 1 (APE1) | hit rate 0.35% among 350,000 | Potency, µM (highest dose often 65.8 µM), for the others: at the top dose activity change, negative = inhibition, most hits filed as inhibitors | DNA repair nuclease/redox regulator APEX1 (Homo sapiens), P27695 | recombinant APE1, TAMRA/BHQ-2 abasic DNA cleavage fluorescence;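 further: potency means the concentration at half of the fitted maximal effect; plate controls were vehicle for no effect and reference inhibitor for full effect; nearly all actives have a fitted effect of over 55% in size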
# Target sequence (P27695 whole entry, looked up): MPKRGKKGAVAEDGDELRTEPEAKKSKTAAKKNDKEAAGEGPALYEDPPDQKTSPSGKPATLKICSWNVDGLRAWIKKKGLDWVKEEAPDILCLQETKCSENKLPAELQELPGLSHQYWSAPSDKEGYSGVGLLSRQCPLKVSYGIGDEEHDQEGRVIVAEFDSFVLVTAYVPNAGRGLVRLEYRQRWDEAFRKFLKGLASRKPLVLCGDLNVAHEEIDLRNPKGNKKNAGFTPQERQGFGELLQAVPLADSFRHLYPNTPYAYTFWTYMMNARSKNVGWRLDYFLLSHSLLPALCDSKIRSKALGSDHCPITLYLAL
#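 Compound pre-exposure to 0.75 nM APE1, 15 min at ambient temperature. Reaction initiated with 50 nM TAMRA/BHQ-2 THF substrate, read immediately in kinetic mode, 525 nm excitation, 598 nm emission.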
# Pol iota inh – qHTS for Inhibitors of Polymerase Iota; DNA polymerase iota (Homo sapiens), Q9UNA4; Pol iota fluorescent replication assay, 10 min; Potency, µM (top dose mostly 115 µM), for the others: at the highest dose activity, negative = inhibition, hits mostly inhibitors; hit rate 1% among 390,000; AID 588590, 2011; further: potency means the concentration at half of the fitted maximal effect
#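 Fluorescent replication assay read twice, at 0 min and 10 min after adding 50 nM (final) substrate. Enzyme (10 nM) and compounds were first incubated 15 min at room temperature; enzyme-free buffer wells were negative controls.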
# Pol beta inh – qHTS Assay for Inhibitors of DNA Polymerase Beta. Pol beta primer extension/strand displacement, fluorescence kinetic. Potency, µM (series often up to 114 µM), for the others: at the highest dose activity change, negative = inhibition, hits mostly inhibitors. hit rate 1.3% among 340,000. AID 485314, 2010; further: potency means the concentration at half of the fitted maximal effect; on the % scale 0 is the no-effect control and ±100 the full control effect
#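 Curves were derived by four-parameter Hill fits of normalized qHTS data. The kinetic fluorescent primer-extension read was taken at 0 and 10 min after 50 nM substrate, following a 15 min room-temperature preincubation of 10 nM enzyme with compounds.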
# An asterisk follows results filed as active; ? = inconclusive; . = no result given; & = joins results of further samples; [ ] = another dose, or the depositor's remark. Unless noted, the call rests on the fitted dose curve; in most records, active means well fitted curve in the direction sought with a large enough effect; inconclusive means small, poorly fitted or top-dose-only effect, or another doubt; inactive means no such curve, though single readings can be large; an effect the other way counts as inactive or inconclusive. Not all compounds are listed, so the mix of outcomes need not match the whole.
SMILES,GRP78 ERSR act,BLM inh,Pol eta inh,LDHA block,Pol kappa inh,Anesthetic bind,APEX1 inh,Pol iota inh,Pol beta inh
CCc1noc(C)c1C(=O)N1CCN(S(=O)(=O)c2cc(C)ccc2C)CC1,-5%,-1%,-12%,-3,-17%,-5%,12%,-18%,0%
COc1cccc(C(c2sc3nc(C)nn3c2O)N2CCN(c3ccccc3F)CC2)c1 (stereo unspecified),2%,0%,-24%,-2,1%,-17%,0%,14%,48%
CCN(Cc1ccc(OC)c(F)c1)C(=O)C1CCCO1 (stereo unspecified),-4%,-1%,-3%,-6,-11%,3%,9%,43%[activator],0%
CC(=O)Nc1ccc(NC(=O)C(C)OC(=O)[C@@H]2CCCN2C(=O)c2cccs2)cc1 (stereo partly specified),-3%,.,-8%,-3,0%,.,44%,88%[activator],.
O=C(NC1CC1)C1=C[C@@H](c2ccc3c(c2)OCO3)C[C@@H](OCCCCO)O1,-3%,0%,3%,1,-7%,-9%,5%,-9%,79%
CCOC(=O)/C(=N\Nc1ccccc1Cl)N1CC(C)OC(C)C1 (stereo unspecified),-4%,-12%,-24%,0,-2%,-5%,-2%,47%,3%
COc1ccc(C2=NOC(C(=O)Nc3cccnc3)C2)cc1 (stereo unspecified),-1%,-1%,5%,-12,-9%,-9%,-1%,19%,4%
CN1CCN(c2ncnc3ccc(-c4ccc(C(=O)N(C)C)cc4)cc23)CC1,-1%,-11%,.,.,3%[60.1 µM],.,3%,.,.
CCOC(=O)C1CCN(C(=O)c2ccccc2NS(=O)(=O)c2cc(C)ccc2C)CC1,-4%,0%,-16%,-1,7%,-2%,-1%,9%,-26%
Cc1cccc(-c2ccc(C=Nc3c(C)n(C)n(-c4ccccc4)c3=O)o2)c1,-5%,-10%,-25%,2,-7%,?,-6%,-8%,-8%
Cc1ccc2nc(-c3cccc(NC(=O)c4ccc5c(c4)OCCO5)c3)oc2c1,2%,-1%,-13%,-2,-8%,-23%,0%,-5%,24%
COC(=O)CCC(=O)OC1(C)C(=O)C2=CN(Cc3ccc(OC)cc3)C(c3ccc(OC)cc3)=CC2=C(Br)C1=O (stereo unspecified),2%,-12%[12.4 µM],-6%,13,-12%,.,0%[12.4 µM],81%[activator],.
CC1CCN(CC(=O)Nc2cccc(Cl)c2)CC1,1%,-12%,-6%,-1,-16%,-16%,-3%,-22%,31%
O=C(CN1CCc2ccccc21)Nc1ccc2c(c1)OCCCO2,1%,.,-14%,0,5%,.,38%,3%,.
Cn1c(=O)c2c(O)c(C=Nc3ccc(F)cc3)c(=O)n(C)c2n(C)c1=O,0%,0%,-25%,-6,0%,8%,16%,10%,22%
CC(C)(C)N=C1NN=C(c2ccc(S(=O)(=O)N3CCCCC3)cc2)CS1,-1%,.,-16%,-3,4%,.,19%,?,.
COc1ccc(S(=O)(=O)N2CCN(C(=O)c3ccc4ccccc4n3)CC2)cc1,5%,.,-21%,2,5%,.,41%,45%[activator],.
Cc1ccc(C2NC(=O)NC(O)(C(F)(F)F)C2C(=O)c2ccccc2)o1 (stereo unspecified),-2%,1%,-4%,-3,-34%,26%,0%,-18%[58.9 µM],11%
CCC(C(=O)NC1CCCCC1)n1nc(C)c2c(C)n(-c3ccccc3)nc2c1=O (stereo unspecified),-4%,0%,-21%,-2,4%,-5%,13%,13%,14%
COC(=O)c1c(NC(=O)CCCC(=O)O)sc(C)c1C,-2%,1%,-11%,-7,-10%,-12%,-1%,10%,25%
O=C(O)CC1C(=O)NCCN1C/C=C/c1ccccc1 (stereo unspecified),-3%,2%,-11%,2,6%,4%,0%,-5%,-23%
CCOC(=O)C1=C(C(=O)OCC)N(CC)CCC1=O,-5%,.,0%,-9,-11%,.,.,7%,.
CCCCN1CC(O)=C(c2nc3ccccc3s2)C1=N,1%,-3%,-7%,0,-9%,-16%,10%,1%,4%
CC(=O)c1ccc(N2C(=O)C3C(C2=O)C(C(=O)c2ccc(Cl)cc2)N2CCCC32)cc1 (stereo unspecified),7%,-6%,?,5,-20%,?,-3%,-2%,22%
CC(C)(C)c1ccc(S(=O)(=O)n2c(CN3CCOCC3)nc3ccccc32)cc1,-2%,-1%,2%,-9,-6%,-9%,1%,3%,13%
Cc1ccc(NC(=O)c2c(C)nc3sc(C(=O)Nc4ccc(F)cc4)c(N)c3c2-c2ccccc2Cl)c(C)c1,-1%,-9%,-22%,-15,-1%,456%[activator],.,22%,-22%
CC(C)[C@H](NC(=O)c1ccccc1F)C(=O)NCCc1ccccc1,-4%,-1%,-6%,-3,3%,6%,57%[activator][12.4 µM],41%[activator],-23%
CCc1cc2c(cc3c(=O)n(CC(=O)NC4CCCCC4)ncn32)s1,-3%,-4%,-3%,-5,13%,-6%,.,14%,-4%
Oc1ccc(C[C@H]2CNCCN2CCc2cccc(F)c2)cc1,-5%,.,-8%,-7,-17%,.,61%[activator],?,.
Cc1cc(NCCCn2ccnc2)n2nc(C)c(-c3ccc(Cl)cc3)c2n1,0%,1%,-15%,2,-6%,-14%,0%,13%[58.9 µM],-3%
Cc1ccc(CN2C(=O)C3CCCN3c3ncccc32)cc1 (stereo unspecified),-5%,-5%,-4%,-3,-15%,-9%,7%,-14%,2%
Cc1cc(C)cc(NC(=O)C2CCN(c3nc(C)cc(C)n3)CC2)c1,-6%,-3%,4%,-3,-5%,-15%,-3%,34%[activator],11%
CCCS(=O)(=O)N1CCN(C2CCC(C)CC2)CC1 (stereo unspecified),0%,-2%,-4%,-17,4%,-2%,11%,94%[activator],-2%
C/C(=N\NC(N)=S)c1cc(-c2ccccc2)c(-c2ccccc2)s1,-5%,-14%,-21%,-3,-4%,42%[activator],15%,26%,-9%
COc1ccc(Nc2nc(-c3ccc4c(c3)NC(=O)CO4)cs2)cc1,4%,-5%,-16%,12,2%,-20%,-2%,7%,-8%
Cc1ccc(/C=N/NC(=S)N2CCOCC2)cc1,-6%,-1%,-18%,-4,-10%,-1%,-4%,-2%,-1%

# Ordered by count of non-hydrogen atoms (descending): some entries from above.
SMILES,GRP78 ERSR act,BLM inh,Pol eta inh,LDHA block,Pol kappa inh,Anesthetic bind,APEX1 inh,Pol iota inh,Pol beta inh
CC(=O)c1ccc(N2C(=O)C3C(C2=O)C(C(=O)c2ccc(Cl)cc2)N2CCCC32)cc1 (stereo unspecified),7%,-6%,?,5,-20%,?,-3%,-2%,22%
COc1ccc(S(=O)(=O)N2CCN(C(=O)c3ccc4ccccc4n3)CC2)cc1,5%,.,-21%,2,5%,.,41%,45%[activator],.
CC(C)(C)N=C1NN=C(c2ccc(S(=O)(=O)N3CCCCC3)cc2)CS1,-1%,.,-16%,-3,4%,.,19%,?,.
Oc1ccc(C[C@H]2CNCCN2CCc2cccc(F)c2)cc1,-5%,.,-8%,-7,-17%,.,61%[activator],?,.
CCCS(=O)(=O)N1CCN(C2CCC(C)CC2)CC1 (stereo unspecified),0%,-2%,-4%,-17,4%,-2%,11%,94%[activator],-2%

# Further records
SMILES,GRP78 ERSR act,BLM inh,Pol eta inh,LDHA block,Pol kappa inh,Anesthetic bind,APEX1 inh,Pol iota inh,Pol beta inh
CCOC(=O)c1ccccc1NC(=S)N1CC(C)CC(C)C1 (stereo unspecified),-3%,-3%,-16%,-4,-7%,-5%,-5%,4%,-29%
O=C1CC(N2CCC(c3nc4ccccc4s3)CC2)C(=O)N1Cc1ccccc1 (stereo unspecified),-1%,-3%,-21%,0,-8%,-17%,-1%,1%,0%
COc1ccc(-c2nc(=S)[nH][nH]2)cc1OC,0%,-2%,-8%,2,-7%,0%,15%,2%,39%
CCOC(=O)C1=C(C)Nc2nnnn2C1c1ccc(OC)c(Br)c1 (stereo unspecified),-4%,-8%,-10%,-4,6%,-6%,1%,-12%,-21%
Oc1cc(O)c(/C=C/c2ccnc3ccccc23)c(O)c1,-6%,.,.,-16,?,.,.,?,.
CC(C)CCOc1ccc(C2(C)NC(=O)N(CN3CCOCC3)C2=O)cc1 (stereo unspecified),4%,-2%,-16%,1,-8%,?,-1%,12%,0%
CC(=O)Nc1ccc(S(=O)(=O)NCc2cccn2Cc2cccc(C)c2)cc1,-3%,-3%,-8%,2,-8%[60.1 µM],-2%,.,-14%,-11%
O=S(=O)(NCCc1csc(-c2cccnc2)n1)c1ccc(Cl)s1,-4%,5%,4%,-6&7,-10%,-14%,0%,-17%,0%
CCCCN(CC)CCCNC(=O)c1cc2c(-c3ccc(OC)c(OC)c3)nn(C)c2s1,-1%&0%,-5%&-4%,?,-1&4,-23%&-25%,7%&-14%,-37%,?,3.5µM*
CCOc1ccc(Nc2nc(N)nc(CN3CCN(c4ccccc4F)CC3)n2)cc1,1%,-4%,-4%,3,-13%,-11%,-2%,9%,10%
CC(C)(C)OC(=O)N1CCC(c2c(C(=O)NCCCN3CCc4ccccc4C3)cnn2-c2ccccc2)CC1,-3%,1%,-2%,-7,-26%,-8%,.,-7%,-1%
O=c1c([N+](=O)[O-])cccn1Cc1cccc(Cl)c1,-1%,-3%,0%,-2,1%,?,1%,-6%,16%
Cc1ccc(Nc2c(-c3ccc(O)cc3)nc3cccc(C)n23)cc1,-5%,-3%,-2%,-2,-15%,-14%,.,7%,0%
Oc1ccccc1/C=N/NC(=S)NCCc1ccccc1,1%,-12%,-9%,-15,-13%,-9%,10%,-14%,11%
CCn1c(C(C)NC(=O)c2ccccc2C)n[nH]c1=S (stereo unspecified),-1%,0%,-20%,4,5%,1%,3%,40%,32%
Cc1cc(S(=O)(=O)NC2CCCCC2)ccc1OCC(=O)NCc1ccccn1,2%,-2%,-14%,1,-8%,-13%,1%,-3%,1%

# Screens: PubChem, National Center for Advancing Translational Sciences (NCATS)
